PPARg SRC2 recr: agonists of SRC-2 recruitment by human PPARgamma | P37231 | PPARgamma LBD-SRC-2 recruitment, biochemical | activation, % at 8 µM | 0.34% of 200,000 active | AID 1032; in the data active means activation above about 22%;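 further: 0% = vehicle and 100% = reference agonist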
PPARg SRC3 recr: agonists of human PPARgamma SRC-3 coactivator recruitment; biochemical PPARgamma/SRC-3 coactivator recruitment assay; activation, % at 8 µM; 0.26% of 200,000 active; P37231; AID 731; in the data active means activation above about 23%;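 further: 0% = DMSO and 100% = reference agonist; some compounds past the cut are filed as inactive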
STAT1 inh: reduces IFN-gamma driven STAT1 reporter signal | inhibition, % at 5.5 µM | NIH 3T3 STAT1-luciferase reporter, luminescence | 0.35% of 200,000 active;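 active means inhibition above a set limit, the mean inhibition across all tested compounds plus 3 SD, cut at about 34% in these data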;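 further: 0% = IFN-gamma with DMSO and 100% = IFN-gamma with 300 µM nifuroxazide; values of inactives mirror those of a sister screen read the other way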
PPARg SRC-1 ag: PPARgamma-driven SRC-1 recruitment agonism | P37231 | PPARgamma-SRC-1 coactivator recruitment biochemical assay | activation, % at 8 µM | 0.41% of 200,000 active; in the data active means activation above about 19%;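 further: 0% = DMSO and 100% = reference agonist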
TR-FRET SRC-2 ct: counter-screen for PPARgamma SRC-2 recruitment agonists: TR-FRET artefact. 0.4% of 200,000 active. TR-FRET ratio at 8 µM. active compounds read high. AID 1049; in the data active means TR-FRET ratio above about 2000; further: inactives centre near 1500
bIAP activator: increases bovine intestinal alkaline phosphatase activity; purified bovine IAP, CDP-star luminescence, 30 min; active compounds read high; fold of DMSO-control signal, blank-subtracted; 0.17% of 200,000 active; activation factor at 20 µM;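 active means activation factor of 2 or more at 20 µM, a signal rise over negative controls twice the positive control's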
bIAP inh: blocks bovine intestinal alkaline phosphatase activity | purified bovine IAP, CDP-star luminescence, 30 min | inhibition, % at 20 µM | 190,000 tested, under 10 active | AID 1019;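 active means over 50% inhibition of intestinal alkaline phosphatase at 20 µM in the single-dose screen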
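System: purified bovine intestinal alkaline phosphatase (IAP) enzyme; Input: IAP diluted 1/65,000,000 in the well; Measured by: CDP-star luminescence signal; Compound dosing: 20 µM single dose; Incubation: 30 min reaction at room temperature.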
STAT3 act: activators of IL-6 induced STAT3 signaling; U3A cells, IL-6 STAT3-luciferase reporter, luminescence; 100% = signal with IL-6 EC80 alone; activation (% of control), % at 5.6 µM; 0.91% of 190,000 active; AID 871;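 active means activation above the screen-wide mean of compound activation plus 3 SD, cut at about 130% in these data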;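 further: 0% = background luminescence of wells with medium and substrate only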
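System – human U3A cells carrying STAT3-luciferase construct · Probe or stimulus – Interleukin-6, 33 ng/mL · Schedule – compound 1 h, then IL-6 6 h at 37 °C · Signal – luminescence from STAT3-driven luciferase reporter · Evaluation – percent of IL-6-only median luminescence · Benchmarks – IL-6-only high control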
ROMK mod: modulates human ROMK potassium channel activity; P48048; Tet-inducible ROMK, thallium flux fluorescence; actives lie on both sides; B-score at 10 µM; 2% of 130,000 active; AID 1918;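 active means signal ratio slope over the read window, or its plate-corrected B-score, at least 3 SD from the plate mean, either direction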;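 further: B-score of the F/F0 ratio slope over 7 to 12 s after thallium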
Target sequence (P48048 whole entry, looked up): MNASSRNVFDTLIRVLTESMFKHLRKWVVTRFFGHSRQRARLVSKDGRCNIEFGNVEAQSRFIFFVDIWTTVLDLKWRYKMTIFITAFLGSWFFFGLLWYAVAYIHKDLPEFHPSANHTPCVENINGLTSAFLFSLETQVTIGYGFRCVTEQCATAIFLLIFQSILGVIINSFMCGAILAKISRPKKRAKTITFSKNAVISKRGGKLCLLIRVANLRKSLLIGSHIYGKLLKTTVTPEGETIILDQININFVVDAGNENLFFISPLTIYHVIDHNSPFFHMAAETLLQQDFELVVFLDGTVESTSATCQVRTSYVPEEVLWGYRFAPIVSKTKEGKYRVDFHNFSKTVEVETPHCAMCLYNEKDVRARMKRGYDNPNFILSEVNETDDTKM
TNAP act hi DEA: TNAP (human) activation, high acceptor. P05186. purified TNAP, CDP-star luminescence, 1 M DEA, 30 min; active compounds read high; 0 = EDTA background, 1 = DMSO-only activity. activation factor at 20 µM. 200,000 tested, under 10 active. AID 1136;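 active means activation factor at least 2 at 20 µM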
Target sequence (P05186 whole entry, looked up): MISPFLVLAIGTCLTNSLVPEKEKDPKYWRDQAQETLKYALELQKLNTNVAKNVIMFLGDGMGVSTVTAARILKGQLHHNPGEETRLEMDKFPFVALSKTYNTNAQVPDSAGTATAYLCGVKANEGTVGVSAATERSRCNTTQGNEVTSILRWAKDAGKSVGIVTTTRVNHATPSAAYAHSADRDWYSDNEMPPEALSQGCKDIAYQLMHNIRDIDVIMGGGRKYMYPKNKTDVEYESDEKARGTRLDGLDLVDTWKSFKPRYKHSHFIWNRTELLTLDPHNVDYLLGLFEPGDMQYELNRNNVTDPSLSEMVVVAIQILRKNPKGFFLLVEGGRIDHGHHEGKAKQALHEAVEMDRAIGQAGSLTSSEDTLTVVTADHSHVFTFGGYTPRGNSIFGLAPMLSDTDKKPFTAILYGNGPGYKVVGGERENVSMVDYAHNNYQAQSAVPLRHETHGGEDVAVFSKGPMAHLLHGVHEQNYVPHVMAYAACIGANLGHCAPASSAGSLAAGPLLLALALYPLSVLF
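system = human TNAP | amount = enzyme diluted 1/800 final | reagent = 100 µM CDP-star substrate | signal = luminescent substrate turnover signal | dosing = one dose, 20 µM | benchmarks = EDTA negative control, DMSO positive control | measure = activation factor | timing = 30 min reaction, room temperature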
STAT3 blocker: STAT3 signaling inhibition; inhibition, % at 5.5 µM; 0.89% of 190,000 active; U3A cells, IL-6 STAT3-luciferase reporter, luminescence; host cell line lacks STAT1;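 active means inhibition above the mean inhibition across all screened compounds plus 3 SD, cut at about 44% in these data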;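 further: 0% = DMSO only wells and 100% = 100 µM nifuroxazide control wells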
* hit, by the source's call; . = not tested or not shown.

SMILES	PPARg SRC2 recr	PPARg SRC3 recr	STAT1 inh	PPARg SRC-1 ag	TR-FRET SRC-2 ct	bIAP activator	bIAP inh	STAT3 act	ROMK mod	TNAP act hi DEA	STAT3 blocker
COc1cc(OC)cc(C(=O)N2CCN(c3ncccn3)CC2)c1	9	8	5	2	1640	1	-2	106	.	1	-2
CC(=O)C1C(c2ccc(OC(F)F)cc2)NC(=O)NC1(O)C(F)(F)F (centres undefined)	11	2	0	4	1839	1	3	99	.	1	6
CC(C)c1nccn1S(=O)(=O)c1cc([N+](=O)[O-])ccc1Cl	-1	2	6	3	1356	0.7	30	104	.	1	1
CC(C)(C)NC(=O)C(c1ccncc1)N(C(=O)Cn1nnc(-c2cccs2)n1)C1CCCCC1 (centres undefined)	1	-4	-4	-6	1577	1.1	-11	103	.	1	1
Cc1ccc(C)c(Sc2ccc(NC(=O)CCl)cc2)c1	-7	0	6	-10	1514	1	-2	103	.	1	-3
CCCCc1nc2n[nH]c(N)c2c2c1CCC2	-1	1	-3	2	1530	1	-2	98	0.92	1.1	5
O=C(c1cc(-c2ccc(F)cc2)on1)N1CCCC1	-2	5	-23	10	1704	0.9	6	66	0.041	1	46*
Cc1ccc(NC(=O)NC(=O)N(C(C)C)S(=O)(=O)c2ccc(C)cc2)cc1	3	-3	-17	0	1551	1	5	99	-0.42	1	8
Cc1ccccc1NC(=O)C(=O)NC(C)CCc1ccccc1 (centres undefined)	-6	5	-2	-9	1348	1	4	94	.	1	7
CCc1ccc(CN2CC(C(=O)O)CC2=O)cc1 (centres undefined)	6	4	-7	3	1648	0.9	5	105	1.3	1	-6
O=C(COC(=O)c1cncc(Br)c1)NC1CCCCCC1	7	2	-3	-4	1594	1	0	108	-0.63	1	-5
CC(Cc1cccs1)NC(=S)Nc1ccc(Cl)c(Cl)c1 (centres undefined)	-2	4	6	7	1547	1.2	-18	87	.	1	15
Cc1c(Cl)c(C(F)F)nn1CC(=O)NC1C(=O)N2C(C(=O)O)=C(CSc3nnnn3C)CSC12 (centres undefined)	11	1	-8	6	1563	1	-3	96	0.35	1	8
O=C(NCC1CCCO1)c1cccc(NC(=O)c2cccs2)c1 (centres undefined)	1	2	1	4	1589	1.1	-11	95	0.005	1	8
O=C(NCc1ccccn1)c1cn(-c2ccccc2)nc1-c1ccc(Cl)cc1	1	0	-2	-3	1603	1.3	-32	101	.	1	-2
CC(=O)c1ccc(NC(=S)N(Cc2ccccc2)C(C)C2CC2)cc1 (centres undefined)	1	4	19	3	1783	1.1	-14	89	1.1	1	16
CCC(CC)C(=O)c1c[nH]c(C(=O)NCc2ccccn2)c1	6	2	-2	-3	1601	1.1	-15	100	0.59	1	2
O=C(NCCCN1CCCC1)c1ccc(Cn2c(=S)[nH]c3ccc(Br)cc3c2=O)cc1	-1	6	1	3	1630	1.1	-12	99	-0.71	1	3
COc1cc2c(cc1NC(=O)COC(=O)[C@@H](NC(=O)c1ccccc1)C(C)C)oc1ccccc12	14	2	2	8	1741	1	2	100	.	1	3
O=C1N/C(=C\c2ccc(O)cc2)C(O)=C1C=NCc1ccccc1	3	-4	13	-4	1592	1.1	-7	89	2.1*	0.9	11
CCOC(=O)C(=O)/C(C#N)=C/Nc1ccc(F)cc1	8	3	-11	0	1417	0.9	12	103	-0.041	1	3
O=C(CC1C(=O)NCCN1Cc1ccc(F)cc1)NCCN1CCCc2ccccc21 (centres undefined)	-1	1	-4	3	1660	1	-2	105	0.043	1.1	0
CSc1ccc(-c2nc(CN3CCCCC3c3cccnc3)c(C)o2)cc1 (centres undefined)	2	-1	0	8	1458	1	4	102	.	1.1	3
Cc1nn(C2CCCCC2)c(N)c1-c1ccccc1	7	-12	0	2	1473	1	4	101	.	1.1	8
CCCCOc1ccc(-c2nnc(-c3cc[n+](C)cc3)o2)cc1	-3	3	-7	-1	1358	1.1	-5	101	0.4	1.1	4

Reformatted: entries from further up
SMILES | PPARg SRC2 recr | PPARg SRC3 recr | STAT1 inh | PPARg SRC-1 ag | TR-FRET SRC-2 ct | bIAP activator | bIAP inh | STAT3 act | ROMK mod | TNAP act hi DEA | STAT3 blocker
CC(=O)C1C(c2ccc(OC(F)F)cc2)NC(=O)NC1(O)C(F)(F)F (centres undefined) | 11 | 2 | 0 | 4 | 1839 | 1 | 3 | 99 | . | 1 | 6
CC(C)c1nccn1S(=O)(=O)c1cc([N+](=O)[O-])ccc1Cl | -1 | 2 | 6 | 3 | 1356 | 0.7 | 30 | 104 | . | 1 | 1
CC(C)(C)NC(=O)C(c1ccncc1)N(C(=O)Cn1nnc(-c2cccs2)n1)C1CCCCC1 (centres undefined) | 1 | -4 | -4 | -6 | 1577 | 1.1 | -11 | 103 | . | 1 | 1

One compound at a time, as listed above.
Results for O=C(CC1C(=O)NCCN1Cc1ccc(F)cc1)NCCN1CCCc2ccccc21 (centres undefined) → PPARg SRC2 recr: -1; PPARg SRC3 recr: 1; STAT1 inh: -4; PPARg SRC-1 ag: 3; TR-FRET SRC-2 ct: 1660; bIAP activator: 1; bIAP inh: -2; STAT3 act: 105; ROMK mod: 0.043; TNAP act hi DEA: 1.1; STAT3 blocker: 0
Results for CC(C)(C)NC(=O)C(c1ccncc1)N(C(=O)Cn1nnc(-c2cccs2)n1)C1CCCCC1 (centres undefined) → PPARg SRC2 recr: 1; PPARg SRC3 recr: -4; STAT1 inh: -4; PPARg SRC-1 ag: -6; TR-FRET SRC-2 ct: 1577; bIAP activator: 1.1; bIAP inh: -11; STAT3 act: 103; ROMK mod: .; TNAP act hi DEA: 1; STAT3 blocker: 1

Continuation:
SMILES	PPARg SRC2 recr	PPARg SRC3 recr	STAT1 inh	PPARg SRC-1 ag	TR-FRET SRC-2 ct	bIAP activator	bIAP inh	STAT3 act	ROMK mod	TNAP act hi DEA	STAT3 blocker
CCCCNC(=O)NC12CC3CC(CC(C3)C1)C2	0	1	2	-1	1537	1	-1	105	-1.1	1	-1
COc1ccccc1NS(=O)(=O)c1cccs1	1	6	2	-2	1420	0.9	9	100	.	1	2
O=C1C2CC=CCC2C(=O)N1Cc1nnc(-c2ccc(Cl)cc2)o1 (centres undefined)	2	-3	-24	5	1536	1	-3	113	-1.4	1	-15
CCc1ccc(C(CNC(=O)c2ccc3c(=O)n(-c4ccccc4F)c(=S)[nH]c3c2)N(C)C)cc1 (centres undefined)	12	0	8	8	1516	1.4	-44	97	-0.97	1	11
O=C(Nc1ccc(F)cc1)NC1CCN(Cc2nnnn2Cc2ccco2)CC1	-5	-3	6	7	1552	0.8	20	102	0.088	1	1
O=C(N/N=C/C(Br)=C\c1ccccc1)c1ccc2nc[nH]c2c1	5	6	5	7	1487	0.9	6	98	.	1	3
CCCCNC(=O)c1onc(CSc2ccc(Cl)cc2)c1C(=O)O	3	8	-1	-2	1589	0.9	6	104	1.1	1	3
O=C(CSCc1cccc(F)c1)N1CCN(c2ccccc2)CC1	1	-4	-18	2	1430	1.1	-7	105	.	1	1
O=C(Nc1ccc(F)cc1)c1ccccc1CC[N+](=O)[O-]	-2	-6	-2	5	1611	1.1	-6	102	.	1	1
CCOC(=O)c1[nH]c(C)c(C(=O)N2CCc3c([nH]c4ccccc34)C2c2ccccn2)c1C (centres undefined)	5	-2	6	2	1617	1.1	-8	98	0.38	0.9	8
O=C(OCC(=O)N1CCCC1)c1cc(Br)ccc1Cl	5	1	1	2	1583	1	4	88	0.44	1.1	17
CCOC(=O)CN(C(=O)CNC(=O)c1cccs1)C(C(=O)NC1CCCCC1)c1cccs1 (centres undefined)	2	11	-1	-1	1551	1.1	-9	96	.	1	8
COc1ccc(-n2c(SC(C)C(=O)Nc3ncc(Cl)cc3Cl)nc3ccccc32)cc1 (centres undefined)	8	3	-13	9	1577	1.1	-7	80	.	1	26
O=C(Cn1nnc(-c2ccccc2-n2cnnn2)n1)c1ccccc1	2	11	5	-2	1705	0.9	10	101	.	1.1	3
O=C(CNC(=O)c1cccs1)NCC(=O)OCc1c(Cl)cccc1Cl	3	-5	-10	-3	1464	0.9	9	101	.	1	4
CC(Oc1ccccc1)C(=O)NNC(=O)c1ccccn1 (centres undefined)	-4	-7	6	-8	1529	1	-2	98	-0.83	1	3
CC(CN(C)Cc1ccccc1)OC(=O)c1cccs1 (centres undefined)	4	-7	2	-4	1655	1	-2	94	-1.6	1	7
Cc1ccccc1C(=O)/C=C1\NC(=O)CS1	1	3	-4	1	1324	1	-2	100	0.059	1	1
CC(C)=CCN1CCN(CCC2=C(C)CCCC2(C)C)CC1CCO (centres undefined)	-2	-2	0	9	1685	1	-4	89	-2.9	1	16
COc1ccc(N2C(C(C)=O)=NN(c3ccccc3)C2c2cccs2)cc1 (centres undefined)	-8	-11	1	3	1228	0.8	16	102	-0.92	1.1	-6
O=C1/C(=C/c2ccccc2)NC(=S)N1C(c1ccccc1)c1ccccc1	-1	4	2	4	1604	0.7	27	109	0.39	1	-7
COc1ccc(O)c(-c2[nH]ncc2C(=O)c2ccccc2C)c1	4	-5	3	-1	1736	1.7	-72	102	-0.47	1.1	5
C=CCSc1nnc(-c2c[nH]c3ccccc23)n1CC	-6	6	2	11	1880	0.8	23	90	.	1.1	20
O=C(Nc1c(F)cc(F)cc1Br)c1cccnc1	-2	-4	-7	4	1558	1	1	109	.	1	-6
CN1CCN(C(=O)NC2CCCN2S(=O)(=O)c2ccc(Cl)cc2)CC1 (centres undefined)	-9	-14	5	9	1542	1	0	100	1.1	1.1	4
Going on with the list:
SMILES	PPARg SRC2 recr	PPARg SRC3 recr	STAT1 inh	PPARg SRC-1 ag	TR-FRET SRC-2 ct	bIAP activator	bIAP inh	STAT3 act	ROMK mod	TNAP act hi DEA	STAT3 blocker
O=c1c2ccccc2nc2sc3ccccc3n12	1	1	-45	-6	1462	0.9	9	123	.	1	-23
COC(=O)C(O)(CC(=O)Nc1ccc(Cl)cc1Cl)C(F)(F)F (centres undefined)	0	-9	2	-2	1358	0.9	11	105	0.49	1	-4
O=C(Nc1ccc(-n2ccnc2P(=O)(O)c2ccccc2)cc1)c1ccccc1Cl	-6	-1	-3	-5	1690	1.1	-7	101	1.2	1.1	5
O=C1c2cccnc2C(=O)N1Cc1ccccc1	3	6	-10	0	1606	0.9	12	99	.	1	2
COC(=O)C1=NNC2C(=O)N(C3CCCCC3)C(=O)C12 (centres undefined)	-2	0	5	-3	1475	1	-2	97	-0.25	1	5
COc1cc2nc(C3CC3)n(NC(=O)c3ccc(Cl)cc3)c(=O)c2cc1OC	3	-4	10	-3	1569	0.9	6	81	1	1	28
CSc1ccccc1NC(=O)CN(C1CCCCC1)S(C)(=O)=O	-1	4	0	7	1493	1	-1	101	0.36	1	5
C/C(NCCN1CCOCC1)=C(\C#N)C(N)=O	12	8	3	0	1565	0.9	14	89	0.85	1	16
CC(C)CC(=O)NC(=S)Nc1ccc(N2CCOCC2)cc1	-1	3	-19	-5	1600	0.7	29	97	.	1.1	6

Assay outcomes (PubChem)
